APEX1 inh – APE1 (human) endonuclease inhibition; Potency, µM (series often up to 65.8 µM), for inactives: top-dose activity change, negative = inhibition, usual class: inhibitors; P27695; hit rate 0.35% among 350,000; recombinant APE1, TAMRA/BHQ-2 abasic DNA cleavage fluorescence;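 note: potency is the fitted concentration of half-maximal effect; plate controls were vehicle for no effect and reference inhibitor for full effect; nearly all actives have a fitted effect of over 55% in size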
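Activity was derived from the fluorescence gain between first and third kinetic reads (60 s intervals, ex 525/em 598 nm) after 50 nM THF-abasic TAMRA/BHQ-2 duplex was added to 0.75 nM APE1 preincubated 15 min with compound.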
GRP78 ERSR act – inducers of ER stress response in human glioma cells | AID 602332 | hit rate 0.02% among 420,000 | U87-MG GRP78 promoter luciferase reporter, 16 h | Potency, µM, for the others: at the highest dose activation, hits mostly activators; note: potency is the fitted concentration of half-maximal effect; series mostly up to about 76 µM; % of control where 0% means no effect; nearly all actives have a fitted effect of over 35% in size
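ERSR induction read as luciferase luminescence (Bright-Glo, 10 min at room temperature) in stably transfected human U87-MG glioma cells exposed to compounds for 16 h, using GRP78 as sensor.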
Apoferritin bind – candidate novel general anesthetic via apoferritin binding; P02791; AID 485281; Potency, µM (top dose mostly 77.5 µM), for inactives: at the highest dose activity change, negative = displacement, actives largely listed as inhibitors; hit rate 0.074% among 350,000; apoferritin/1-aminoanthracene competitive binding, fluorescence; note: potency is the fitted concentration of half-maximal effect; % is set by controls: 0 for no effect and ±100 for the full control effect; nearly all actives have a fitted effect of over 20% in size
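Probe: 1-aminoanthracene (50% saturated, PBS). Protein: horse-spleen apoferritin, 10 uM. Incubation: 10 min, room temperature. Detection: 380 nm excitation, 535 nm emission. Analysis: normalized response, four-parameter Hill.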
Pol kappa inh – blocks human DNA polymerase kappa activity | purified Pol kappa, fluorescent DNA synthesis assay, 10 min | AID 588579 | Potency, µM (titrated, usually from 107 µM), without a hit: at the top dose activity, negative = inhibition, usual class: inhibitors | hit rate 0.53% among 400,000; note: potency is the fitted concentration of half-maximal effect; % is set by controls: 0 for no effect and ±100 for the full control effect
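10 nM Pol kappa was preincubated with compounds for 15 min at room temperature. Reaction started with 50 nM (final) substrate. Fluorescence read kinetically at 0 and 10 min.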
LDHA inh – LDHA (human) enzyme inhibition | P00338 | purified LDHA, NADH/diaphorase-resazurin fluorescence; stronger effect = lower value | activity change, % (values are at about 110 or 230 µM) | hit rate 0.15% among 480,000 | AID 1347041; in the data active = activity change below about -30%; inconclusive = mostly about -25% to -30%;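 note: plate controls were DMSO wells for no effect and wells without enzyme for full effect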
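Human LDH5 at 2 nM final in Tris HCl pH 7.4 with 0.06 mM NADH and 0.2 mM pyruvate, reacted 5 minutes at room temperature. Remaining NADH coupled via diaphorase/resazurin; resorufin fluorescence read at 0 and 20 minutes, normalized to enzyme-free and DMSO wells.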
POLH inh – blocks human DNA polymerase eta activity; Q9Y253; recombinant Pol eta, fluorescent DNA replication assay; Potency, µM (doses to about 114 µM), for the others: top-dose activity change, negative = inhibition, usual class: inhibitors; hit rate 1.2% among 390,000; note: potency is the fitted concentration of half-maximal effect; % is set by controls: 0 for no effect and ±100 for the full control effect
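Pol eta at 10 nM preincubated with compounds 15 min at room temperature; reaction started with fluorescent substrate (50 nM final) and read kinetically at 0 and 10 min.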
BLM helicase inh – Bloom syndrome helicase (human) inhibition; Potency, µM (series often up to 56.1 µM), inactives show top-dose activity change, negative = inhibition, actives largely listed as inhibitors; recombinant BLM DNA unwinding, fluorescence dequenching; P54132; hit rate 0.2% among 350,000;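 note: potency is the fitted concentration of half-maximal effect; plate controls were vehicle for no effect and no enzyme for full effect; nearly all actives have a fitted effect of over 35% in size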
Target sequence (P54132 whole entry, looked up): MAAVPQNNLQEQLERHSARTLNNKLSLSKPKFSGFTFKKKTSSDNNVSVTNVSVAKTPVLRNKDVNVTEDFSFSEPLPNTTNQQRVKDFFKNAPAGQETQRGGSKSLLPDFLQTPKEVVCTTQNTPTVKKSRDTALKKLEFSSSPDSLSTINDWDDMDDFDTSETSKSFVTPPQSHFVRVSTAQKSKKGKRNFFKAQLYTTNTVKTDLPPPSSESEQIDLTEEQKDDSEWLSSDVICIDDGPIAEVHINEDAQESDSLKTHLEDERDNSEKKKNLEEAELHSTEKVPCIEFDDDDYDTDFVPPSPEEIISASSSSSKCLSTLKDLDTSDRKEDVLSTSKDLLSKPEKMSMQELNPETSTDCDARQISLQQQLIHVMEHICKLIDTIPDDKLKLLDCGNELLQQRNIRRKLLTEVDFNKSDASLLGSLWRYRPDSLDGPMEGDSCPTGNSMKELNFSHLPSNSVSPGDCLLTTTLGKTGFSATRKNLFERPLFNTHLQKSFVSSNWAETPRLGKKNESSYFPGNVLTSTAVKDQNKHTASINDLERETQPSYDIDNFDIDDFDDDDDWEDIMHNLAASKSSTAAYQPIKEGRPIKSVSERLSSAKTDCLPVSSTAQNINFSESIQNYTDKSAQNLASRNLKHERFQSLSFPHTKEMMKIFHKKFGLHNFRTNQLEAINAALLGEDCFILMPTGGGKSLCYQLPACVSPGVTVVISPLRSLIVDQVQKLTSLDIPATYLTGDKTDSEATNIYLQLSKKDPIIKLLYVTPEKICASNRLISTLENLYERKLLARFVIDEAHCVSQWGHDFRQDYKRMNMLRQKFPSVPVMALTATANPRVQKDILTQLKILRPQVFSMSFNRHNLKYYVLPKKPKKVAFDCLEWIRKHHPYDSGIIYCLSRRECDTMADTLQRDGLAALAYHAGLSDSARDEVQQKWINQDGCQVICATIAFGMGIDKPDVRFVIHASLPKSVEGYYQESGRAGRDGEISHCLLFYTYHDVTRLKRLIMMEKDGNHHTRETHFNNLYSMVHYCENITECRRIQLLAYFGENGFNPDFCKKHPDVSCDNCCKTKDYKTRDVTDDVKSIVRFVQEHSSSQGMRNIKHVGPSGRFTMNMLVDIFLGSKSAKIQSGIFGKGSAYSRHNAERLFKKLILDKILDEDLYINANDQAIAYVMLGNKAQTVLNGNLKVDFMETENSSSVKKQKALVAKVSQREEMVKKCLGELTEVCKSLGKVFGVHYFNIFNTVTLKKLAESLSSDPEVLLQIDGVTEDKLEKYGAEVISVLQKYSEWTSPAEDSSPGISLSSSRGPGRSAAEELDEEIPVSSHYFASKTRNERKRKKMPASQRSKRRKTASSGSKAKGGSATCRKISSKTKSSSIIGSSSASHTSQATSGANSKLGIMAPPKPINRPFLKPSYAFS
Pol beta inh – blocks human DNA polymerase beta activity; P06746; Pol beta primer extension/strand displacement, fluorescence kinetic; Potency, µM (series often up to 114 µM), for the others: top-dose activity change, negative = inhibition, actives largely listed as inhibitors; hit rate 1.3% among 340,000; note: potency is the fitted concentration of half-maximal effect; % is set by controls: 0 for no effect and ±100 for the full control effect
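10 nM enzyme + cpd, 15 min RT; start with substrate 50 nM final; read 0 min and after 10 min RT. Corrected, normalized data; 4-parameter Hill curve fit.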
POLI inh – inhibitors of human DNA polymerase iota | Q9UNA4 | Pol iota fluorescent replication assay, 10 min | Potency, µM (titrated, usually from 115 µM), inactives show at the highest dose activity, negative = inhibition, actives largely listed as inhibitors | hit rate 1% among 390,000; note: potency is the fitted concentration of half-maximal effect
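Fluorescent replication assay read twice, at 0 min and 10 min after adding 50 nM (final) substrate. Enzyme (10 nM) and compounds were first incubated 15 min at room temperature; enzyme-free buffer wells were negative controls.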
* hit, by the source's call; u = inconclusive; x = not tested or not shown; & = joins results of further samples; [ ] = dose if it differs, or a comment. Unless noted, calls come from the whole dose curve; as a rule, active = well fitted curve in the direction sought with a large enough effect; inconclusive = small, poorly fitted or top-dose-only effect, or another doubt; inactive = no such curve, though single readings can be large; an effect the other way counts as inactive or inconclusive.

[1] CCO[C@H]1OC(C(=O)N2CCN(Cc3ccccc3)CC2)=C[C@@H](c2coc3ccccc3c2=O)[C@@H]1CCCO
[2] O=C(NC1=NCCS1)C1CC(=O)N(c2ccc(F)cc2)C1 (stereo unspecified)
[3] CCNC(=O)C1CCCN1C(=O)C(CCCN=C(N)N)NC(=O)C(CC(C)C)NC(=O)C(Cc1cn(Cc2ccccc2)cn1)NC(=O)C(Cc1ccc(O)cc1)NC(=O)C(CO)NC(=O)C(Cc1c[nH]c2ccccc12)NC(=O)C(Cc1cnc[nH]1)NC(=O)C1CCC(=O)N1 (stereo unspecified)
[4] CN(C)CCCN1C(=O)C(=O)/C(=C(/O)c2ccc(OCc3ccccc3)cc2)C1c1cccnc1 (stereo unspecified)
[5] CCOC(=O)C1=C(C)N(C[C@@H]2CC[C@@H](Cc3ccc(-c4ccccc4)cc3)O2)C(=O)NC1c1ccc(C(F)(F)F)cc1 (stereo partly specified)
[6] Cn1cccc1C(C#N)c1ccccc1C#N (stereo unspecified)
[7] O=C(Nc1cccc(Oc2ccc3c(c2)C(=O)NC3=O)c1)c1cccs1
[8] COc1cccc(N2CCN(C(=O)c3ccc4ccccc4c3)CC2)c1
[9] Cc1nc(NC(=O)CSc2ccccc2N)sc1C
[10] CCOc1ccc(Nc2cc(C)nc(-n3nc(C)cc3C)n2)cc1

assay / entry,1,2,3,4,5,6,7,8,9,10
LDHA inh,-3,-5,-7,x,-6,3,-8,5,-3,-2
Pol beta inh,22%,u,-1%,7%,x,97%,-12%,x,-15%,23%
BLM helicase inh,-5%,1%,1%,-4%,x,-2%,0%,x,-7%,-1%
POLH inh,-15%,-19%,-12%,x,-17%,-22%,-20%,-5%,-6%,-15%
APEX1 inh,10%,-2%,-11%,2%,-10%,0%,-2%,-15%,-1%,-6%
Apoferritin bind,-12%,-5%,-19%,-18%,x,-16%,-1%,x,-21%,-14%
POLI inh,32%[activator],-1%,u,x,-5%,64%[activator],18%,15%,7%,21%
GRP78 ERSR act,-4%,-3%,-2%,x,0%,-2%,-6%,-2%,3%,-11%
Pol kappa inh,-22%,-12%,0%,x,-24%,-9%,-18%,-15%,-3%,6%

[11] CCC(OC(=O)c1nsc(Cl)c1Cl)C(=O)NCC1CCCO1 (stereo unspecified)
[12] O=C(N/N=C/c1ccccc1OCc1ccccc1)c1cccs1
[13] CCN(CC)S(=O)(=O)c1ccc(C(=O)NC2CC(=O)N(c3ccc(OC)c(OC)c3)C2)cc1 (stereo unspecified)
[14] CC(C)c1cccc(-c2ccc3c(c2)S(=O)(=O)c2cccc(C(=O)O)c2C3=O)c1
[15] O=C(Nc1ccccc1)c1nc[nH]c1C(=O)NCCN(CCNC(=O)c1[nH]cnc1C(=O)Nc1ccccc1)CCNC(=O)c1[nH]cnc1C(=O)Nc1ccccc1
[16] COc1cccc(OCc2ccc(C(=O)NCC3CCCO3)cc2)c1 (stereo unspecified)
[17] O=C(c1ccsc1)N1CCCC(N2CCN(c3cccc(C(F)(F)F)c3)CC2)C1 (stereo unspecified)
[18] CC(=O)c1sc(NC(=O)CS(=O)(=O)c2ccccc2)nc1-c1ccccc1
[19] COc1ccc(NC(=O)c2cc3c([nH]c4ccccc43)c(C)n2)cc1
[20] COc1ccc(/C=N/Nc2nc(Nc3ccccc3)nc(N3CCCC3)n2)cc1[N+](=O)[O-]

assay / entry,11,12,13,14,15,16,17,18,19,20
LDHA inh,-5,-7,0&-1,-21,-1,-6,-9,-6,-9,1
Pol beta inh,48%,0%,7%,x,x,4%,0%,x,0%,21%
BLM helicase inh,-3%,-4%,0%,x,x,-9%,-3%,x,-16%,-7%
POLH inh,-14%,-18%,2%,-2%,-9%,-23%,-20%,-10%,-2%,-12%
APEX1 inh,15%,4%,x,-5%,-22%,0%,11%,-4%,6%,12%
Apoferritin bind,-10%,-4%,-13%,x,x,-17%,-19%,x,-4%,-18%
POLI inh,8%,5%,4%,1%,79µM*,126%[activator],73%[activator],-5%,-1%,-22%
GRP78 ERSR act,1%,7%,-2%,-5%,-4%,-4%,-2%,5%,-4%,-6%
Pol kappa inh,-24%,3%,-1%[60.1 µM],-7%,-32%,-7%,-4%,-16%,-9%,4%

[21] COc1ccc(N2CCN(C(=O)CN3C(=O)COc4ccccc43)CC2)cc1
[22] Cn1c(SCC(=O)N2CCc3ccccc32)nnc1-c1ccc(S(=O)(=O)N2CCCC2)cc1
[23] O=C(NCc1ccc2c(c1)OCO2)c1ccc(COc2cccc(Cl)c2)o1
[24] O=C(c1ccc2nc3ccc(Cl)cc3c(=O)n2c1)N1CCOCC1
[25] Cc1nc2ccc(Cl)cc2c(-c2ccccc2F)c1CC(=O)O
[26] O=S(=O)(c1ccccc1F)N1CCN(CCOc2ccccc2)CC1
[27] Cc1ccc(S(=O)(=O)N(Cc2nc(-c3cccc(C)c3)no2)C2CCCCC2)cc1
[28] CCCC(=O)Nc1ccc(Br)c(Cl)c1
[29] CC(=O)N1CCN(C(=O)c2ccc(OC3CCN(Cc4ccccn4)CC3)cc2)CC1
[30] CCc1c(C)nc2ncnn2c1N1CCC(C(=O)Nc2ccccc2)CC1

assay / entry,21,22,23,24,25,26,27,28,29,30
LDHA inh,-8,1,-4,-6,-11,-5,-5,-1,1,3
Pol beta inh,-1%,-3%,-3%,27%,10%,x,20%,-20%,0%,30%
BLM helicase inh,3%,-3%,-12%,-5%,0%,x,-4%,-2%,-5%,-1%
POLH inh,-9%,-12%,-9%,-3%,-12%,-8%,-18%,-10%,-11%,9%
APEX1 inh,34%,2%,-5%,3%,2%,10%,x,-5%,64%[activator],-2%
Apoferritin bind,-7%,-8%,u,2%,-4%,x,103%[activator],u,-8%,-12%
POLI inh,2%,-9%,49%[activator],1%[58.9 µM],3%,6%,18%,14%,61%[activator],19%
GRP78 ERSR act,-5%,-2%,-5%,1%,4%,-2%,-2%,-1%,-3%,-3%
Pol kappa inh,-3%,0%,-8%,2%,-4%,-4%,1%,-6%,-2%,3%

[31] COc1ccc(C(=O)NNC2CC(=O)N(Cc3ccc(Cl)cc3)C2=O)cc1OC (stereo unspecified)
[32] COc1cccc(NC(=O)Nc2cc(C(=O)O)ccc2N2CC3CC(C2)c2cccc(=O)n2C3)c1 (stereo unspecified)
[33] C=CCN=C(NC#N)SCc1ccccc1Cl
[34] COc1nnc(-c2ccc(C)c(S(=O)(=O)NC(C)C)c2)c2ccccc12
[35] O=C(c1ccccc1)c1ccc[nH]1
[36] CCN(C(=O)c1nn(-c2ccc(C)cc2)c(=O)c2c1c1ccccc1n2C)c1ccc(F)cc1
[37] CCCCCCC(NC(=O)c1ccc(C)cc1)C(=O)O (stereo unspecified)
[38] Cn1c(Cn2c(=O)sc3ccccc32)nnc1SCC(N)=O
[39] Cc1ccc2nc(-c3ccncc3)cc(C(=O)NCc3ccccc3F)c2c1
[40] C=CCN(c1ccc(C(N)=O)cc1)S(C)(=O)=O

assay / entry,31,32,33,34,35,36,37,38,39,40
LDHA inh,-12,0,-5,-4,-3,-5,-4,-7,0,-4
Pol beta inh,-1%,-8%,14%,26%,x,9%,x,8%,u,2%
BLM helicase inh,1%,0%,-3%,-2%,x,-8%,x,2%,-2%,2%
POLH inh,-7%,-7%,1%,-22%,-9%,x,-8%,-17%,-16%,9%
APEX1 inh,-7%,81%[activator],6%,8%,x,x,-1%,-3%,-9%,2%
Apoferritin bind,-3%,28%,-15%,6%,x,-5%,x,-1%,-12%,-8%
POLI inh,u,47%[activator],3%,32%[activator],23%,-13%,-15%,6%,2%,2%
GRP78 ERSR act,-1%,-1%,1%,-2%,5%,x,-2%,-3%,2%,-6%
Pol kappa inh,-12%,10%,-14%,-2%,3%,-2%,-12%,0%,-5%,-2%

Structures above printed as active in POLI inh:
nr | SMILES | BLM helicase inh | POLH inh | APEX1 inh | POLI inh | GRP78 ERSR act | Pol kappa inh
15 | O=C(Nc1ccccc1)c1nc[nH]c1C(=O)NCCN(CCNC(=O)c1[nH]cnc1C(=O)Nc1ccccc1)CCNC(=O)c1[nH]cnc1C(=O)Nc1ccccc1 | x | -9% | -22% | 79µM* | -4% | -32%

Looked up by compound from the list above, 2 records:
[31] COc1ccc(C(=O)NNC2CC(=O)N(Cc3ccc(Cl)cc3)C2=O)cc1OC (stereo unspecified)
[39] Cc1ccc2nc(-c3ccncc3)cc(C(=O)NCc3ccccc3F)c2c1

assay / entry,31,39
LDHA inh,-12,0
Pol beta inh,-1%,u
BLM helicase inh,1%,-2%
POLH inh,-7%,-16%
APEX1 inh,-7%,-9%
Apoferritin bind,-3%,-12%
POLI inh,u,2%
GRP78 ERSR act,-1%,2%
Pol kappa inh,-12%,-5%

Later entries
[41] O=C(Cc1cccc2ccccc12)Nc1ccc2c(c1)C(=O)NC2=O
[42] N/C(=N\OC(=O)c1ccccc1[N+](=O)[O-])c1ccccn1
[43] Fc1ccc(CNn2cnnc2SCc2ccc(F)cc2)cc1
[44] O=C(CN1CCOCC1)Nc1nc(-c2ccc(Cl)cc2)cs1
[45] CCOc1ccc(NC(=O)CCc2c(C)nc3c(-c4ccccc4)c(C)nn3c2C)cc1

assay / entry,41,42,43,44,45
LDHA inh,-9,-9,2,-6,-4
Pol beta inh,39%[activator],33%,-24%,20%,0%
BLM helicase inh,1%,-2%,1%,2%,-3%
POLH inh,-9%,-15%,-16%,7%,-15%
APEX1 inh,8%,-5%,7%,7%,x
Apoferritin bind,-23%,-6%,-22%,1%,10%
POLI inh,71%[activator],25%,-5%,21%,23%
GRP78 ERSR act,-5%,-10%,-4%,-1%,0%
Pol kappa inh,-4%,-4%,-4%,-3%,-24%

Structural class: those above containing a nitro group on carbon
[20] COc1ccc(/C=N/Nc2nc(Nc3ccccc3)nc(N3CCCC3)n2)cc1[N+](=O)[O-]
[42] N/C(=N\OC(=O)c1ccccc1[N+](=O)[O-])c1ccccn1

assay / entry,20,42
LDHA inh,1,-9
Pol beta inh,21%,33%
BLM helicase inh,-7%,-2%
POLH inh,-12%,-15%
APEX1 inh,12%,-5%
Apoferritin bind,-18%,-6%
POLI inh,-22%,25%
GRP78 ERSR act,-6%,-10%
Pol kappa inh,4%,-4%

High-throughput results deposited in PubChem by National Center for Advancing Translational Sciences (NCATS).

The list is partial. The share of hits here may be higher or lower than overall.
